# S1P4 agonist = activates the human S1P4 receptor; O95977; S1P4-expressing cell line, agonist reporter assay; activation, % at 4.98 µM; actives 0.35% (n = 220,000); AID 1509; in the data active means activation above about 11%;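 further: 0% = DMSO vehicle and 100% = reference agonist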
# PERK inh = human PERK inhibition, primary cell-based screen; Q9NZJ5; CHO PERK-DD fusion, SEAP luminescence translation reporter; inhibition, % at 5.6 µM; actives 0.17% (n = 220,000); AID 1416;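 active means inhibition above the mean inhibition of all tested compounds plus 3 SD, set separately per screening campaign, cut at about 2.9% in these data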;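 further: PERK kinase domain activated by AP20187 dimerizer at 100 nM; 0% = DMSO with dimerizer and 100% = rapamycin at 8.4 µM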
# Target sequence (Q9NZJ5 whole entry, looked up, the tested form may be a part): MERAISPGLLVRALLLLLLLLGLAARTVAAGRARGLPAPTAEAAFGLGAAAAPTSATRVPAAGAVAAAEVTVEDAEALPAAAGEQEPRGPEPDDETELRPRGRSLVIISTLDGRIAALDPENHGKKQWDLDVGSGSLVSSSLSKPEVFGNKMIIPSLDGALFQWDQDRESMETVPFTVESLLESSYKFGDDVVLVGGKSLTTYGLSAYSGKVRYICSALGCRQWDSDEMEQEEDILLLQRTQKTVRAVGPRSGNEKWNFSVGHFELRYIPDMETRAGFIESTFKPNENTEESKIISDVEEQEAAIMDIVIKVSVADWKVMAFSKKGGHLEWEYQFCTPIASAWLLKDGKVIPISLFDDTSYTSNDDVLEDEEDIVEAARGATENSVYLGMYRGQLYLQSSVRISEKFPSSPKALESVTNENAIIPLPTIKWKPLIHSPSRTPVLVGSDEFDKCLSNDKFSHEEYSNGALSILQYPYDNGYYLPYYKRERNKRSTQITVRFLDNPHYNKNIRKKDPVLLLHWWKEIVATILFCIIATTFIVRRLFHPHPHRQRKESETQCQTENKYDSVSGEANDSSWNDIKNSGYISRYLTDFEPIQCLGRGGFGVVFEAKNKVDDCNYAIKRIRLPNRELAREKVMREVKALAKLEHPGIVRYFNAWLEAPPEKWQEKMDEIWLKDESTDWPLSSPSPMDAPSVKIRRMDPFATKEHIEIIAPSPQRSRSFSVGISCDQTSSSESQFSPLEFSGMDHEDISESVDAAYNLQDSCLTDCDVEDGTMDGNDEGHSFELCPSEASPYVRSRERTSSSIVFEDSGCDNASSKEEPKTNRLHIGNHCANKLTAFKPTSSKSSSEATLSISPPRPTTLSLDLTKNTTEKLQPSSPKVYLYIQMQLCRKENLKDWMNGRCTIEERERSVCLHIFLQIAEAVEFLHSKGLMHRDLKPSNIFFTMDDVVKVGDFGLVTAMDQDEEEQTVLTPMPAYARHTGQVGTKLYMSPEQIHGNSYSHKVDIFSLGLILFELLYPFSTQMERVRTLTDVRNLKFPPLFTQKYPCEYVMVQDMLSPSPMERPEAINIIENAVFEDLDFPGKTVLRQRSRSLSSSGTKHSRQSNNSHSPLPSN
# Ba/F3 V617F tox = lowers viability of Ba/F3 cells expressing EpoR and JAK2V617F; ATP luminescence; inhibition, % at 5.6 µM; actives 1.1% (n = 220,000); AID 1446;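 active means inhibition above the campaign mean plus 3 SD over all tested compounds, cut at about 24% in these data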;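 further: cytokine-independent growth of Ba/F3 cells driven by EpoR plus mutant JAK2; 0% = DMSO-treated cells and 100% = JAK inhibitor I control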
# BaF3 parental = parental Ba/F3 viability inhibition as JAK2V617F counter-screen | AID 1486 | CellTiter-Glo ATP luminescence | actives 1.1% (n = 220,000) | inhibition, % at 5.6 µM;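 active means inhibition above a per-campaign cutoff, the mean inhibition of all tested compounds plus 3 SD, cut at about 27% in these data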;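 further: 0% = DMSO wells and 100% = JAK Inhibitor I control wells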
# zfTRPN1 agonist = activates the zebrafish TRPN1 channel; activation, % at 3 µM; AID 1424; HEK293 zebrafish TRPN1-YFP, Fluo-8 calcium fluorescence; 100% = response to 87 µM carbachol; actives 0.18% (n = 220,000);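 active means activation above its plate's cutoff, the mean activation of test wells on that plate plus 3 SD, cut at about 19% in these data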;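 further: 0% = DMSO alone and 100% = 87 µM carbachol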
#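 Assay system: Zebrafish TRPN1-YFP in HEK293 cells | Incubation: Dye loading 1 h at 37 °C, then 30 min room temperature | Measured by: Kinetic Fluo-8 fluorescence, ex 470-495, em 515-575 nm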
# Calpain2 inh = blocks pig calpain II enzyme activity. purified calpain II, fluorogenic peptide substrate, 30 min. inhibition, % at 16 µM. actives 0.37% (n = 220,000). AID 1236;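 active means inhibition above about 50%, limit read from the data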
# TRPML3 ag = activates the human TRPML3 channel; Q8TDD5; activation, % at 3 µM; actives 0.29% (n = 220,000); HEK293 TRPML3-YFP, Fluo-8 calcium fluorescence; 100% = the carbachol control signal;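 active means activation above its plate's cutoff, the mean activation of the plate's test wells plus 3 SD, cut at about 12% in these data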;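 further: 0% = DMSO only wells and 100% = carbachol wells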
#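 Test system – HEK293 line with stable expression of human TRPML3-YFP channel · Control set – carbachol 87 µM final as high control (100%), DMSO as low control (0%) · Signal – Fluo-8 calcium dye fluorescence, ex 470-495, em 515-575 nm · Incubation – 1-h 37 °C dye load, 5-s basal, 120-s post-compound reads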
# EP2 modulator = modulates human prostaglandin E2 receptor EP2 signaling; P43116; induction, % at 25 µM; EP2-expressing cells, cAMP HTRF FRET, PGE2 co-stimulation; AID 940; actives 0.83% (n = 260,000);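 active means compounds whose cAMP rise, as percent of the full-agonist control response, exceeds 60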;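 further: rat C6 glioma line stably carrying human EP2 under a CMV promoter; the protocol text gives 20 µM as final concentration; 100% = response of wells given 1 µM PGE2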
# S1P4 antag = human S1P4 receptor antagonism | actives 0.26% (n = 220,000) | inhibition, % at 4.98 µM | O95977 | S1P4-expressing cells, antagonist mode, reporter read-out; in the data active means inhibition above about 29%;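 further: 0% = wells stimulated with agonist and 100% = vehicle wells without agonist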
# * marks the source's active call; other numbers are inactive results; & = joins results of further samples.
# Every second line gives: S1P4 agonist	PERK inh	Ba/F3 V617F tox	BaF3 parental	zfTRPN1 agonist	Calpain2 inh	TRPML3 ag	EP2 modulator	S1P4 antag
- Cc1cccc(-c2nnc(SCC(=O)Nc3nc4c(s3)CCCC4)n2C)c1
  -0.3	-1.1	-3	0	-2.0	-2	-0.3	10	-2
- COC(=O)Cc1cc(=O)n(-c2nc3ccccc3s2)[nH]1
  4.0	0.2	7	8	0.1	-31	0.8	15	-8
- CCC(=O)Nc1ccc2c(c1)ncn2C
  3.0	0.5	-3	3	1.1	-22	0.7	15	7
- Cc1cc(C(=O)c2ccccc2)c(NC(=O)CCl)s1
  1.5	1.2	-5	3	-2.9	5	-0.6	25	-17
- COc1ccc2cc(Br)ccc2c1CC(=O)NC1CC(C)(C)NC(C)(C)C1
  0.3	-1.2	1	5	0.7	-8	1.0	-16	21
- CCOCCCNCc1cccc(OC)c1
  -2.5	1.3	-4	2	0.4	-8	0.7	-13	6
- COc1ccc(C(=O)Nc2cc3c(cc2Cl)OCCCO3)cc1
  0.7	0.1	-4	-3	-0.6	12	0.4	-27	-1
- CCN(CC)CCSc1nc2ccccc2c(=S)n1-c1ccccc1
  0.1	0.6	11	10	-3.0	-3	-0.8	9	2
- COc1cc(NC(=S)NCCCO)c(OC)cc1Cl
  -0.4	0.7	-1	3	0.1	-13	1.2	-9	-4
- O=C(c1ccccn1)N1CCN(c2ccc(C(F)(F)F)cn2)CC1
  0.9	0.7	2	7	2.7	-14	0.9	-9	-2
- COc1cccc2cc(-c3nnc(SCC(=O)NCc4ccccc4)n3C)oc12
  0.3	-0.3	5	5	-0.2	-33	0.1	5	-46
- Cc1nn(CC(=O)Nc2ccccn2)c(C)c1Br
  0.4	0.9	-1	3	1.2	5	0.7	15	1
- CCCCOCCCNC(=O)c1ccccc1OCC
  -0.1	0.7	-2	1	0.4	8	0.1	7	-19
- CC(=O)Nc1ccc(N(C(=O)Cc2c[nH]c3ccccc23)C(C(=O)NC2CCCCC2)c2ccco2)cc1 (configuration not stated)
  -2.2	0.9	-1	2	-3.2	-10	0.1	9	0
- CNC(=S)NNC(=O)Cc1ccc(OC)cc1
  -0.4	1.6	-2	-1	-0.1	-20	0.8	-7	-13
- COC(=O)c1c(C(=O)OC)c(-c2ccc(C(C)(C)C)cc2)n2c1CS(=O)C2 (configuration not stated)
  0.2	0.8	-3	3	-0.6	-14	-0.9	-19	-14
- CCN1C(=O)N[C@H](c2ccc(Br)cc2)C(C(C)=O)=C1C
  1.4	0.3	-4	-4	0.3	-3	0.6	19	14
- CCC(=O)N1CCc2cc(Br)cc(S(=O)(=O)CCC(=O)NCCOC)c21
  -1.2	1.0	-3	4	-0.1	-16	0.3	-4	8
- COc1ccc2c(C)cc3n[nH]c(=S)n3c2c1
  -0.1	1.1	3	1	0.2	-217	-0.4	-11	6
- Cc1cc(-c2nnc(SCc3ccccn3)o2)no1
  1.2	-0.7	-2	4	0.7	18	0.7	5	-29

# 2 compounds drawn at random from those above:
# Every second line gives: S1P4 agonist	PERK inh	Ba/F3 V617F tox	BaF3 parental	zfTRPN1 agonist	Calpain2 inh	TRPML3 ag	EP2 modulator	S1P4 antag
- COc1cccc2cc(-c3nnc(SCC(=O)NCc4ccccc4)n3C)oc12
  0.3	-0.3	5	5	-0.2	-33	0.1	5	-46
- COC(=O)c1c(C(=O)OC)c(-c2ccc(C(C)(C)C)cc2)n2c1CS(=O)C2 (configuration not stated)
  0.2	0.8	-3	3	-0.6	-14	-0.9	-19	-14

# Next section.
# Every second line gives: S1P4 agonist	PERK inh	Ba/F3 V617F tox	BaF3 parental	zfTRPN1 agonist	Calpain2 inh	TRPML3 ag	EP2 modulator	S1P4 antag
- NC(=O)c1ccc(NCCCN2CCOCC2)c([N+](=O)[O-])c1
  0.1	2.0	0	10	1.2	-1	0.5	59	-2
- CCN(CC)C(=O)CSc1nc(OC)cc(=O)[nH]1
  2.3	0.5	4	8	1.7	-8	0.7	27	1
- O=C(c1cc2ccccc2oc1=O)N(Cc1cccs1)CC1CCCO1 (configuration not stated)
  4.8	0.4	2	9	0.6	-3	0.1	0	6
- CCOC(=O)c1ccc(COC(=O)c2cc(=O)[nH]c3ccccc23)o1
  4.3	1.4	-1	0	0.0	-181	-0.3	-2	-10
- Cc1ccc(S(=O)(=O)CC(=O)c2ccc3c(c2)OCCO3)cc1
  -0.6	-0.1	-1	0	1.9	9	0.5	6	16
- O=C(Nc1ccc2c(c1)OCO2)[C@@H]1[C@@H]2C(=O)N(C3CCCCC3)C(=O)[C@@H]2C2c3ccccc3C=CN21 (some centres not stated)
  0.2	0.0	-3	0	0.4	-228	-0.2	15	1
- O=[N+]([O-])c1cc(C(F)(F)F)ccc1N1CCN(S(=O)(=O)c2ccc3ccccc3c2)CC1
  0.8	0.1	-4	2	1.0	37	0.6	1	-16
- COc1ccc(N2Cc3ccccc3C2=NC(=O)c2ccc(C)cc2)cc1OC
  -2.2	-0.1	1	0	0.1	-63	0.3	32	-18
- Cc1ccc(C)c(NS(=O)(=O)c2cc(C(=O)NCc3ccccn3)ccc2Cl)c1
  1.4	-0.6	-2	1	-0.1	19	-0.7	-2	-30
- C/C(Cc1ccccc1)=N\NC(=O)CCCCCC(=O)N/N=C(\C)Cc1ccccc1
  -1.7	0.9	5	4	-0.4	-25	-0.6	33	2
- CCN(CC)S(=O)(=O)c1cc(Br)c(C)cc1OC
  -0.5	1.1	-4	2	-0.9	-9	1.2	34	0
- CCOCCCn1c(C)nc2c[n+](CC(=O)c3ccc4ccccc4c3)cc(Br)c21
  -0.5	0.7	-4	-5	0.8	-107	0.1	-29	7
- COC(=O)C1=C(C)N(c2ccc(Cl)cc2)/C(=C/c2cccs2)C1=O
  -4.5	0.1	-1	8	1.5	27	0.2	-7	-11
- CC(C)OC(=O)c1nn2c(C(F)(F)F)cc(-c3ccc(Br)o3)nc2c1Br
  0.5	-1.1	2	5	1.0	-58	0.5	16	-13
- O=C(O)CC1(CC(=O)Nc2ccc(F)cc2F)CCCCC1
  2.5	-0.7	-1	0	-0.6	-3	0.4	-2	-11
- C#CC[N+]1(CC#Cc2ccccc2)CCOCC1
  2.5	0.1	3	12	0.3	-12	0.1	7	-5
- CC(C)(C)NC(=S)NC(C)(C)C
  1.5	1.0	-4	1	2.7	-16	0.6	33	-15
- O=C(O)CSc1cc(C(F)(F)F)nc(-c2ccccn2)n1
  1.5	0.5	3	6	0.1	3	0.4	-2	-23
- Cc1ccsc1/C=N/NC(=O)c1ccc2c(c1)OCCO2
  0.9	-0.6	6	1	0.9	27	-0.6	-34	-1
- CC(C)(C)c1nc2ccccc2[nH]1
  -0.3	0.7	1	5	0.7	-52	0.6	8	1
- Cc1cc(C(F)(F)F)nc(SCc2ccc(C(=O)O)o2)n1
  -0.4	1.5	-6	-3	0.9	-26	0.3	2	10
- CCCC(C)NC(=O)COC(=O)c1ccccc1SCC(=O)NC(C)CCC (configuration not stated)
  -0.4	1.5	-3	0	0.6	-5	0.0	-3	-13
- Cc1cc(NC(=O)/C=C/c2ccccc2)no1
  0.2	-1.3	4	6	0.4	21	0.7	4	-7
- CSc1nsc(SCC(=O)Nc2ccc3c(c2)OCCO3)n1
  1.7	3.1*	4	10	0.0	4	-1.1	16	-9
- COC(=O)c1ccccc1-c1ccc(/C=N/Nc2nc(N3CCCC3)nc(N3CCCC3)n2)o1
  0.2	-1.8	0	-1	-1.3	-52	-0.6	-21	-6
- COc1ccc(N2CCN(CC(=O)Nc3ccc(SC(F)F)cc3)CC2)cc1
  1.2	0.0	0	2	0.8	3	0.7	-3	-3
- COc1cc(S(=O)(=O)N2CCCCC2)ccc1NC(=O)c1ccccc1Cl
  -0.8	-1.1	-1	7	-0.1	12	-0.2	-19&-4	-5
- Cc1ccc(-n2c(C)nn(-c3ncc(C(F)(F)F)cc3Cl)c2=O)cc1
  -0.3	-0.7	-1	-1	-1.1	22	0.3	-3	-12
- Cc1nnc(SCc2nnc(-c3ccccc3)o2)n(N)c1=O
  -0.7	0.7	-5	0	-0.6	-30	-0.1	-9	-8
- O=C(O)CC/C(=C\c1ccccc1[N+](=O)[O-])c1nc2ccccc2s1
  1.2	1.7	5	8	1.2	-17	0.8	-1	1
- Cc1[nH]n(-c2ccc([N+](=O)[O-])cc2)c(=O)c1C=NCCN1CCN(C(=O)c2ccccc2F)CC1
  0.2	-0.5	13	17	-0.8	16	0.8	-64	0
- CC(C)N(CCCNC(=O)c1ccc(N2CCCC2=O)cc1)Cc1ccccc1
  0.5	-1.3	1	1	1.2	-4	0.9	-4	0
- COc1ccc(C2Nc3ccccc3C(=O)N2NS(=O)(=O)c2ccccc2)cc1 (configuration not stated)
  -0.7	0.8	0	3	-0.3	-252	0.3	45	-8
- Cc1ccc(C(=O)Nc2sc3c(c2C(=O)NCc2ccco2)CCCC3)cc1
  0.1	0.7	1	4	0.9	-276	0.7	11	4
- Cc1ccc(CNC(=O)/C(C#N)=C/c2ccc(C)s2)cc1
  -1.0	1.0	3	6	-0.3	-20	0.3	-11	-8
- Cc1cccc(NC(=O)CC2SC(=NC3CCCCC3)NC2=O)c1 (configuration not stated)
  0.5	-1.0	1	2	1.0	-10	0.5	-10	-6
- COC(=O)CSc1nc(C)cc(Oc2ccccc2)n1
  0.7	0.1	-3	0	0.7	14	0.6	12	-22
- COc1ccc(CN(N=O)C2CC(=O)N(c3ccc(OC)cc3)C2=O)cc1 (configuration not stated)
  0.8	-0.1	4	-3	0.2	14	-0.3	-54	-2
- CC(C)Oc1ccc(C2CC(=O)N(c3ccccc3)C2=O)cc1 (configuration not stated)
  0.3	-0.8	0	3	-1.3	5	0.8	-1	0
- CCOC(=O)C1CCN(C(=O)C(C)c2ccc([N+](=O)[O-])cc2)CC1 (configuration not stated)
  0.8	0.1	1	6	1.4	13	0.3	3	-5
- Nc1ccc(C2CCCc3nonc32)c2nonc12 (configuration not stated)
  -0.7	1.1	8	2	0.6	-7	0.8	29	43*
- Cc1ccc(-c2nn(-c3ccccc3)cc2CN(Cc2ccccc2)C(=O)c2ccco2)o1
  -1.0	-1.5	2	9	-0.8	-21	0.3	80*	9
- CS(=O)(=O)N(Cc1ccc(Cl)cc1)c1ccc(C(=O)NCCC2=CCCCC2)cc1
  -0.1	0.2	-2	3	-0.2	-7	0.6	-17	-10
- Cc1ccc(CNc2cc(-c3nn4c(C)nnc4s3)ccc2C)s1
  0.5	-0.4	5	6	-0.6	27	0.5	34	3
- CCCSc1nc(C)c(CC(=O)OCC)c(=O)[nH]1
  1.8	1.2	-1	-1	0.7	-13	0.1	-2	-1
- Cc1ccc(C)c(NC(=S)NNC(=O)c2csc3c2CCC(C)C3)c1 (configuration not stated)
  -3.1	0.2	4	3	-1.1	-40	0.0	14	4
- CCn1cc(C=C2C(=O)c3ccccc3C2=O)c2ccccc21
  -2.3	0.7	-6	-2	0.1	-19	1.0	-284	-7
- O=C(COc1cc(Cl)c(Cl)cc1Cl)Nc1ccc([N+](=O)[O-])cc1Cl
  0.6	0.6	-2	2	0.4	13	0.6	-10	1
- CCn1c(O)c(C=NC2CCCC(C)C2C)sc1=S (configuration not stated)
  0.3	-0.1	-3	-5	3.9	18	2.6	-43	4
- COc1ccc2[nH]c3c(c2c1)CCn1c-3nc2ccccc2c1=O
  0.7	-1.4	7	10	1.3	-20	0.1	24	-22
- CC(=O)Nc1cc2nn(-c3ccccc3)nc2cc1Cl
  -0.2	-0.4	4	7	0.6	-165	-0.1	0	-6

# Source: PubChem (several laboratories)
